Compound activity: PubChem BioAssay, National Center for Advancing Translational Sciences (NCATS)
Epigenetic reg: epigenetic control regulation, reporter derepression; murine LDR cells, GFP reporter derepression, 30 h; Potency, µM (top dose mostly 53.9 µM), without a hit: at the highest dose GFP activation, actives largely listed as activators; 280,000 compounds, 0.2% hits; active = well fitted activation curve with a large enough effect; inconclusive = small, poorly fitted or top-dose-only effect; also: % of control where 0% means no effect; nearly all actives have a fitted effect of over 60% in size
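Derepression of a silenced CMV-GFP reporter in murine LDR cells is scored by enumerating GFP-positive cells with a laser-scanning microplate cytometer after 30 hours of treatment at 37 C.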
Numbers without * were called inactive; ? = inconclusive. Potency is read from the fitted curve at half-maximal effect.

Epigenetic reg | compound
-1.1% | CCOc1ccc(-c2nonc2NC(=O)COc2ccccc2)cc1
2.5% | COc1ccc(Nc2cc(C(=O)NC3CCC(C)CC3)c3ccccc3n2)cc1OC (centres undefined)
2.0% | CCOc1ccc(NC(=O)CCNS(=O)(=O)c2ccc3c(c2)oc(=O)n3C)cc1
0.0% | Cc1oc(-c2ccccc2F)nc1CS(=O)CC(=O)NC(C)C (centres undefined)
8.0% | CC1CCN(S(=O)(=O)c2ccc3c(c2)N(CC(=O)NCCCN2CCCC(C)C2)C(=O)CS3)CC1 (centres undefined)
0.7% | CCCc1cc(N2CCN(c3ccccc3)CC2)n2cnnc2n1
0.1% | O=S(=O)(NCc1ccccc1Cl)c1ccc(N2CCCCS2(=O)=O)cc1
-3.1% | CC(C(=O)Nc1ccccc1C(F)(F)F)n1nc(-c2ccccc2)c2c(c1=O)CCCC2 (centres undefined)
0.6% | CCn1cc(C(=O)N2CCN(c3cccc(Cl)c3)CC2)c(=O)c2cc(S(=O)(=O)N3CCC(C)CC3)ccc21
0.0% | Nc1ncc(S(=O)(=O)NCc2ccc(Cl)cc2)cn1
2.7% | CCOC(=O)c1sc(NC(=O)C(C)Oc2ccc(OC)cc2)c(C(=O)OCC)c1C (centres undefined)
-5.5% | CCc1ccc(CN2CCc3nc(Nc4ccccc4)ncc3C2)cc1
-5.0% | Cc1nn2c(=O)cc(COC(=O)c3ccccc3NC(=O)c3ccccc3C)nc2s1
0.0% | CCc1ccc(CNC(=O)CCc2c(C)nn(-c3ccc(N4CCCCC4)nn3)c2C)cc1
-4.0% | Cc1ccc(Cl)cc1NC(=O)Cn1cc2c(n1)CCCCC2
5.5% | CCOC(=O)c1ccc(NC(=O)CN(c2ccc(C)cc2)S(=O)(=O)c2ccc(OC)cc2)cc1
0.0% | COc1ccc(C(=O)Nc2ccc3c(c2)N(C)C(=O)c2ccccc2S3)cc1OC
0.9% | CCCCCSc1nnc2c(n1)[nH]c1c(C)cccc12
2.2% | COCCCNC(=O)CN1C(=O)COc2ccc(S(=O)(=O)N3CCOCC3)cc21
-0.9% | COc1ccccc1N(CC(=O)Nc1ccccc1F)S(C)(=O)=O

2 of the compounds above, as tab-separated lines:
Molecule	Epigenetic reg
Cc1ccc(Cl)cc1NC(=O)Cn1cc2c(n1)CCCCC2	-4.0%
CCCc1cc(N2CCN(c3ccccc3)CC2)n2cnnc2n1	0.7%

Later entries:
Epigenetic reg | compound
-1.2% | Cc1ccc(NC(=O)c2ccc(CN3CC(=O)N4CCCCC4C3=O)cc2)c(Cl)c1 (centres undefined)
-3.4% | Cc1c(C)n(C)c2ccc(C(=O)N3CCN(c4ccccc4)CC3)cc12
1.3% | CCOc1ccc(OCC(=O)Nc2c(C(=O)Nc3ccc(C)cc3)oc3ccccc23)cc1
-1.0% | CCOc1ccc(C(=O)Nc2c(C(=O)c3ccccc3)oc3ccccc23)cc1
0.5% | O=c1c2c3c(sc2nnn1CCCCOc1ccc(Cl)cc1)CCCC3
7.4% | Cc1ccc(C(=O)Nc2cc3c(cc2N2CCCC2)n(C)c(=O)c(=O)n3C)cc1
-3.5% | CCN(C(=O)CSc1nc2ccccc2n1Cc1ccc(C(=O)OC)cc1)c1ccccc1
0.0% | CC(C)COc1ccc(C(=O)N2CCN(CCc3ccccn3)CC2)cc1
0.0% | CCC(=O)N1CCc2cc(Br)cc(S(=O)(=O)N3CCCC(C(=O)NCc4ccc(OC)cc4)C3)c21 (centres undefined)
4.3% | Cc1ccc(S(=O)(=O)CC(=O)N2CCN(c3nc4c(F)cccc4s3)CC2)cc1
-0.5% | Cc1cc(O)c(C(c2ccc(Cl)cc2)N2CCN(c3ccccc3)CC2)c(=O)n1Cc1ccco1 (centres undefined)
-1.3% | Cc1ccc(NC(=O)CCC(=O)N2Cc3ccccc3Oc3ncccc32)cc1Cl
-1.1% | CC1CCN(S(=O)(=O)c2ccc3[nH]cc(C(=O)NCc4ccc(F)cc4)c(=O)c3c2)CC1
-0.7% | O=C(O)CSc1nc2ccccc2nc1N1CCCCC1
0.0% | Cc1cccc(C)c1NC(=O)C(=O)NCC(c1ccc2c(c1)OCO2)N1CCOCC1 (centres undefined)
0.0% | CCOC(=O)c1c(C)[nH]c(C)c1S(=O)(=O)N1CCC(C(=O)N2CCN(c3cccc(Cl)c3)CC2)CC1
2.5% | O=C(C1CCCN(S(=O)(=O)c2ccc(Br)s2)C1)N1CCN(c2ccccc2)CC1 (centres undefined)
0.0% | COc1ccc(NC(=O)c2c(C)oc3ccc(O)c(CN4CCC(C)CC4)c23)cc1
-1.3% | CC(C)(C)OC(=O)N1CCC(c2c(C(=O)N3CCN(C4CCCCC4)CC3)cnn2-c2cccc(Cl)c2)CC1
-2.2% | Cc1ccc(Cl)cc1N1CCN(CCNC(=O)Nc2ccc(Cl)cc2)CC1
5.3% | CCOc1ccccc1NC(=O)Cn1nc(N2CCN(c3ccccc3)CC2)ccc1=O
4.2% | CCOc1ccc(CC(=O)NCCc2csc(-c3ccc(C)cc3)n2)cc1
-1.1% | CC1CCC(NC(=O)c2ccc3c(c2)N(Cc2cccc(Cl)c2)C(=O)c2ccccc2S3(=O)=O)CC1 (centres undefined)
3.2% | CCn1c(CN2CCC(C)CC2)nc2cc(NC(=O)c3ccc([N+](=O)[O-])cc3)ccc21
2.2% | Cc1cccc2c1-c1sc(C(=O)NCCc3ccc(Cl)cc3)cc1CO2
0.0% | CCOc1ccc(CCNC(=O)c2cnc3c(-c4ccc(F)cc4)c(C)nn3c2C)cc1OCC
2.8% | CCOc1ccc(NC(=O)c2ccc3c(=O)n4nc(Nc5ccccc5C)sc4nc3c2)cc1
-1.0% | Cc1ccccc1C(=O)NC1(C(F)(F)F)C(=O)Nc2c1c(=O)[nH]c(=O)n2-c1ccc(F)cc1 (centres undefined)
0.0% | Cc1ccc(C2C=C(c3ccccc3)Nc3nc(NS(=O)(=O)c4ccccc4)nn32)cc1 (centres undefined)
4.1% | O=C(c1ccc2c(c1)CCCC2)N1CCN(c2nc3ccc(F)cc3s2)CC1
4.7% | O=C(Nc1ccc(F)c(F)c1)c1cc(S(=O)(=O)NCc2ccc3c(c2)OCO3)ccc1F
0.5% | CCN(CC)C(=O)c1ccc2c(c1)N(Cc1ccc(C(F)(F)F)cc1)C(=O)c1ccccc1S2
2.5% | O=c1c(N2CCc3ccccc3C2)csc2ccc(F)cc12
-4.1% | CCCCC(=O)Nc1cccc(OCc2cc(=O)n3ccccc3n2)c1
6.4% | Cc1nc(-c2ccccc2)sc1CCNC(=O)C(=O)Nc1ccc2c(c1)OCCO2
-1.0% | CCCSc1ncc(Cl)c(C(=O)Nc2ccc(S(=O)(=O)N3CCCCC3C)cc2)n1 (centres undefined)
2.5% | COC(=O)Cn1c(CN2CCN(c3ccc(OC)cc3)CC2)nc2c1c(=O)[nH]c(=O)n2C
0.1% | CC(=O)N1CCc2cc(Br)cc(S(=O)(=O)N3CCN(c4cccc(C)c4)C(C)C3)c21 (centres undefined)
1.1% | COc1ccc(-c2ccc(NS(=O)(=O)c3ccccc3)cc2)nn1
? | COc1ccc(C(=O)Nc2ccc3nc(N4CCC(C)CC4)cc(C)c3c2)cc1

Four compounds drawn at random from the list so far:
Epigenetic reg | compound
2.5% | O=c1c(N2CCc3ccccc3C2)csc2ccc(F)cc12
1.1% | COc1ccc(-c2ccc(NS(=O)(=O)c3ccccc3)cc2)nn1
0.1% | CC(=O)N1CCc2cc(Br)cc(S(=O)(=O)N3CCN(c4cccc(C)c4)C(C)C3)c21 (centres undefined)
6.4% | Cc1nc(-c2ccccc2)sc1CCNC(=O)C(=O)Nc1ccc2c(c1)OCCO2

(listing goes on)
Epigenetic reg | compound
-1.0% | C=Cc1ccc(CSc2nc(-c3ccccc3Cl)nc3c2Cc2c(CO)cnc(C)c2O3)cc1
-1.2% | CC1Cc2cc(S(=O)(=O)NCc3ccccc3)ccc2N1C(=O)C1CCC1 (centres undefined)
-1.3% | CCOc1cc2[nH]c(=O)n(CCCC(=O)N3CCN(c4ccc(OC)cc4)CC3)c(=O)c2cc1OCC
3.7% | Cc1ccc(-c2noc(CCC(=O)Nc3ccc(F)cc3Cl)n2)cc1
0.0% | Cc1cc(C)cc(C(=O)n2nc(C)c(S(=O)(=O)N3CCOCC3)c2C)c1
? | Cc1ncc(CO)c2c1Oc1nc(-c3ccc(F)cc3)nc(SCc3ccc(F)cc3Cl)c1C2
-4.3% | CNC(=O)c1cccc(-n2c(C)nc3cccnc32)c1C
-0.6% | COc1cc(C2c3c(-c4ccc(C)cc4)n[nH]c3C(=O)N2c2ccc(F)cc2)ccc1O (centres undefined)
-0.4% | COc1ccccc1N1CCN(C(=O)Cn2c(=O)n3nc(-c4cccc(C)c4)nc3c3ccccc32)CC1
4.2% | CCCN(CCC)C(=O)Cn1c(=O)n(-c2ccc(CC)cc2)c(=O)c2c3c(sc21)CCC3
-1.7% | Cc1ccc(-n2nc(C(=O)Nc3ccc(Cl)cn3)c3c4ccccc4n(C)c3c2=O)cc1
2.1% | CCCNC(=O)c1ccc2c(c1)nc(C)n2-c1cccc(C)c1
1.7% | COc1cc2c(cc1OC)C(COc1ccc(F)cc1)N(C(=O)c1ccc(S(=O)(=O)N3CCCC3)cc1)CC2 (centres undefined)
7.9% | O=c1oc2ccc3ccccc3c2cc1-c1nnc(Nc2ccc(F)cc2)s1
-1.5% | COc1ccccc1-c1nc2n(n1)C(c1ccccc1Cl)C(C(=O)Nc1cccnc1)=C(C)N2 (centres undefined)
-1.3% | Cc1ccc(CNC(=O)Cc2c(C(=O)O)c(C)cn2C)cc1
0.9% | OCCN(CCO)c1ncnc2c1cnn2-c1ccc(F)cc1
0.0% | COc1ccc(CCNC(=O)Cn2c(=O)c3cccn3c3ccccc32)cc1OC
-0.1% | O=S(=O)(c1ccccc1)c1nc(-c2ccc(Cl)cc2Cl)oc1N1CCCCCC1
0.0% | COc1ccc(OC)c(Nc2ncnc3c2nc2n3CCCC2)c1

Some of these compounds in order of the Epigenetic reg value, highest first:
Epigenetic reg | compound
0.0% | CC(C)COc1ccc(C(=O)N2CCN(CCc3ccccn3)CC2)cc1
-0.6% | COc1cc(C2c3c(-c4ccc(C)cc4)n[nH]c3C(=O)N2c2ccc(F)cc2)ccc1O (centres undefined)
-0.9% | COc1ccccc1N(CC(=O)Nc1ccccc1F)S(C)(=O)=O

(list continues)
Epigenetic reg | compound
2.3% | COc1cc2ncc3c(-c4ccccc4)nn(CC(=O)NC4CCCCC4)c3c2cc1OC
0.0% | Cc1nn(C)c2c1c(-c1ccccc1)cc(=O)n2Cc1ccc(Br)cc1F
0.0% | COc1ccccc1N1CCN(S(=O)(=O)CCNC(=O)COc2ccccc2F)CC1
-1.1% | COc1ccc(-c2ccc(=O)n(CC(=O)Nc3cc(OC)ccc3OC)n2)cc1
-2.7% | CCOC(=O)c1ccccc1NC(=O)CN(c1cccc(C)c1C)S(=O)(=O)c1ccccc1
3.0% | CCc1nc2nc(C)c(NS(=O)(=O)c3ccc(F)c(C)c3)c(=O)n2[nH]1
-3.8% | Cc1ccc(C)c(CNC(=O)c2ccc3c(c2)nc2n3CCCCC2)c1
0.6% | COc1ccc(-n2nc(C(=O)Nc3ccc(Cl)cn3)c3c4ccccc4n(C)c3c2=O)cc1Cl
1.5% | COc1ccc(N2CCN(c3cc(C)nc4nncn34)CC2)cc1
11% | COc1ccc(-c2onc(C)c2C)cc1S(=O)(=O)N(C)Cc1ccco1
0.0% | O=C(NCCc1ccccc1)c1cnc2sc(N3CCOCC3)nn2c1=O
4.1% | CCc1ccc2oc(C(=O)NCC(c3ccc(Cl)cc3)N3CCOCC3)c(C)c2c1 (centres undefined)
0.0% | Cc1ccc(C)c(Cn2c(=O)c3c(nc4n3CCN4c3ccccc3)n(C)c2=O)c1
1.4% | Cc1cc(C)cc(-n2c(SCC(=O)NCc3ccc(F)cc3)nc3c([nH]c4ccccc43)c2=O)c1
0.8% | CCNC(=O)c1ccc(NC(=O)N2CCCCc3ccccc32)cc1
16% | CCOc1ccc(-n2c(SCC(=O)N3CCCCCC3)nc3c([nH]c4ccccc43)c2=O)cc1
4.2% | Cc1cccc(CSc2ncc(Cl)c(C(=O)Nc3nc4ccc(F)cc4s3)n2)c1
1.5% | Cc1ccc(-c2noc(C3CC(=O)N(c4ccc5c(c4)OCCO5)C3)n2)cc1 (centres undefined)
? | COc1ccc(C)cc1N(C)C(=O)c1sc2nc3n(c(=O)c2c1C)CCCCC3
-4.0% | CC1=C(c2ccc(C)c(C)c2)S(=O)(=O)NC1=NCc1ccccc1Cl

Look-ups from the list.
Epigenetic reg result of CCc1ccc2oc(C(=O)NCC(c3ccc(Cl)cc3)N3CCOCC3)c(C)c2c1 (centres undefined) → 4.1%
Epigenetic reg result of Cc1ccc(-c2noc(C3CC(=O)N(c4ccc5c(c4)OCCO5)C3)n2)cc1 (centres undefined) → 1.5%
Epigenetic reg result of CCNC(=O)c1ccc(NC(=O)N2CCCCc3ccccc32)cc1 → 0.8%

(cont.)
Epigenetic reg | compound
1.4% | COc1cc(NC(=O)c2sc3nc4n(c(=O)c3c2C)CCCCC4)cc(OC)c1OC
-1.0% | O=S(=O)(c1ccccc1)c1nc(-c2ccc(F)cc2)oc1NCc1ccccc1
0.8% | CC(=O)N1CCC2(CC1)OC(=O)C(C)=C2C(=O)NCc1cccc(Cl)c1
6.5% | CCc1ccccc1NC(=O)Nc1nnc(N(C)Cc2ccccc2)s1
-1.0% | CCCNC(=O)c1ccc(-c2nc(CS(=O)(=O)c3ccc(C)cc3)c(C)o2)cc1
0.0% | CCOC(=O)CNC(=O)N1CCN(c2nnc(C)c3c(C)n(-c4ccc(Cl)cc4)nc23)CC1
-1.7% | CC(C)c1ccc(NC(=O)CCS(=O)(=O)c2ccc3c(c2)CC(=O)N3C)cc1
-1.1% | CCCCSc1nc(-c2ccc(OC)cc2)ccc1C#N
-3.9% | Cc1cccc(CSc2nc3ccncc3n2CC(=O)N(C)C2CCCCC2)c1
-0.8% | COc1ccccc1CNC(=O)c1cc2cc(C)ccc2n1C
-1.9% | Cc1c(C(=O)NCc2ccccc2Cl)cccc1-n1cnc2cccnc21

An excerpt; rates above refer to the full screens.
